# Screens (PubChem BioAssay)
# RSV antiviral HEp-2 – RSV antiviral activity via CPE protection, HEp-2 cells, primary 10 µM value included (AID 2391); HEp-2 cells, RSV-induced CPE inhibition; higher % means a stronger effect; hit rate 0.13% among 310,000; CPE inhibition, % at 10 µM; hits with a dose series show IC50 in µM; in the data active = a potency from the dose series; inconclusive = CPE inhibition mostly from about 23% at the one dose, without a potency; inactive = the rest, 99 in 100 with CPE inhibition below about 21%; note: strong numbers were not always called active
# PMI inhibition – human PMI inhibitors, high substrate, primary screen, biochemical, fluorescence intensity, high mannose 6-phosphate (AID 1220); recombinant PMI enzyme, coupled fluorescence intensity; higher % means a stronger effect; one-dose inhibition, % at 20 µM; IC50 in µM for titrated hits; hit rate 0.66% among 190,000
# TNAP activation fold – stimulation of alkaline phosphatase TNAP activity – biochemical, luminescent, no phosphate acceptor, uHTS, primary screen (AID 1001). activation fold at 20 µM; hits with a dose series show EC50 in µM. purified TNAP, luminescent activation assay, no phosphate acceptor; higher activation fold means a stronger effect. hit rate 0.03% among 200,000; in the data active = activation fold from about 3, or a potency from the dose series; inactive = the rest, 99 in 100 with activation fold below about 1.6; note: many of its hits are not listed in these tables
# M1AAP inhibition – malaria alanyl aminopeptidase activity blockers – biochemical, fluorogenic H-Leu-NHMec substrate, 1536-well (AID 1445); recombinant M1AAP, H-Leu-NHMec fluorogenic kinetic assay; higher % means a stronger effect; inhibition, % at 30 µM, or IC50 in µM where a hit was titrated; hit rate 0.42% among 220,000;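 active = primary inhibition above the hit cutoff, then over 50% inhibition at one or more dose response concentrations, cut at about 23% in these data, passing the limit was not always enough; inconclusive = conflicting primary data, or primary hits not chosen for dose response; inactive = low primary inhibition, or under 50% at every dose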;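 note: plate controls were DMSO full reaction for no effect and no enzyme background for full effect; strong numbers were not always called active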
# T cell modulator – T cell immune modulation candidate; calls only at 7 µM; 2C CD8+ T cell-vesicle binding, flow cytometry; active compounds read low; hit rate 0.068% among 330,000;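 active = response, share of CD8 T cells binding vesicles, and their 90th percentile fluorescence all below set limits, cut at about 80% in these data, passing the limit was not always enough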
#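 Read-out – percent CD8+ FL2 mean versus row control · System – murine 2C transgenic CD8+ T lymphocytes · Times – 1.5 h cell–vesicle binding at 37 °C, then 20 min icy labelling · Control set – naked vesicles low, QL9 vesicles with vehicle high · Detection – cytometric PE anti-B7-1 and Alexa647 anti-CD8 signals after 1% paraformaldehyde fixation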
# West Nile antiviral – West Nile virus antiviral activity, cell-based, CPE readout (AID 1621); hit rate 0.02% among 290,000; West Nile virus-infected cells, CPE inhibition; higher % means a stronger effect; one-dose CPE inhibition, % at 10 µM; IC50 in µM for titrated hits; in the data active = a potency from the dose series; inconclusive = CPE inhibition mostly from about 3.7% at the one dose, without a potency; inactive = the rest, 99 in 100 with CPE inhibition below about 2.2%; note: strong numbers were not always called active
# K1F lysis inhibition – protection from phage-mediated lysis, alamar blue read-out – E. coli UTI89, K1F phage, bacterial capsule biogenesis inhibitors (AID 488966). E. coli UTI89 K1F phage lysis, alamar blue, 2 h; higher % means a stronger effect. inhibition, % at 100 µM, or IC50 in µM where a hit was titrated. hit rate 0.02% among 340,000;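 active = phage lysis inhibition, versus mean bacterial control, above a set limit; inconclusive = no clear call, values can overlap the other calls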;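 note: capsule biogenesis inhibitors block K1F phage lysis so surviving cells raise fluorescence; higher fluorescence means more inhibition of phage lysis; actives were called in the ten point dose series up to 300 µM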
# M17LAP inhibition – P. falciparum M17LAP inhibitors, primary screen, biochemical, fluorogenic H-Leu-NHMec substrate, 1536-well (AID 1619); one-dose inhibition, % at 30 µM; IC50 in µM for titrated hits; hit rate 0.38% among 220,000; recombinant M17LAP, H-Leu-NHMec fluorogenic kinetic assay; higher % means a stronger effect;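 active = compound inhibiting the enzyme by more than half at any dose during confirmatory dose-response retesting; inconclusive = strong single-dose inhibitors picked by rank but not retested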;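 note: plate controls were full reaction with DMSO carrier for no effect and no enzyme background for full effect; strong numbers were not always called active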
# human PMI inhibition – MPI enzyme activity inhibition – biochemical, fluorescence intensity, coupled assay, primary screen (AID 1209). purified PMI enzyme, coupled fluorescence intensity; higher % means a stronger effect. hit rate 0.42% among 190,000. one-dose inhibition, % at 20 µM; IC50 in µM for titrated hits;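 note: plate controls were DMSO vehicle for no effect and wells lacking substrate for full effect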
# T cell modulator vesicle-bound % – also measured in T cell modulator; calls as there; double positive events, %; measured here: CD8+ vesicle-bound cell fraction;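 binding gate set so that unloaded-vesicle control wells show 10% double positive cells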
# Active calls of the source: *; i = inactive; ? = inconclusive; . = no result given; [ ] = remark or other dose. Cut-off read from the data, not from the text of the source, unless noted: active = inhibition above about 50%; inactive = the rest.
SMILES,RSV antiviral HEp-2,PMI inhibition,TNAP activation fold,M1AAP inhibition,T cell modulator,T cell modulator vesicle-bound %,West Nile antiviral,K1F lysis inhibition,M17LAP inhibition,human PMI inhibition
Cc1cc(CNC(=O)Cn2cc([N+](=O)[O-])cn2)c2ccccc2n1,1.2%,-6%,1,0%,i,32,-0.9%,-0.1%,0%,-6%
Cc1cc(C)c(C)c(S(=O)(=O)N2CCC(C(=O)NCC(c3ccccc3)N(C)C)CC2)c1C (stereo not drawn),0.6%,.,.,.,i,35,3.2%,0.2%,.,.
O=C(c1ccc(Cl)cc1)c1c[nH]c(C(=O)NNc2ccccc2)c1,3.4%,-110%,1.2,1%,i,55,-0.9%,-0.7%,1%,-67%
COc1ccc(C2C(C#N)=C(N)N(c3ccccc3)C3=C2C(=O)CCC3)cc1Cn1cc([N+](=O)[O-])cn1 (stereo not drawn),6.9%,27%,1,2%,i,34,-0.1%,0.6%,-1%,12%
Cc1nn(CC(=O)N2CCC(C)CC2)c(=O)c2cccn12,2.1%,.,.,.,i,2,-0.6%,0.2%,.,.
COc1ccc(C2N(c3ccccc3)CCN2c2ccccc2)cc1O,-2.1%,22%,1,1%,i,38,-0.1%,-1.7%,20%,29%
O=c1oc2ccccc2nc1/C=C(\O)c1ccc(Br)cc1,0.0%,.,.,-2%,i,28,0.0%,-0.1%,2%,.
O=C1N(c2ccccc2)C[C@@H]2C[C@@H](c3cc4ccccc4o3)N3CCC[C@@]123,.,-4%,1.1,9%,.,.,?,-1.8%,4%,2%
COc1ccc(Nc2nc(N3CCOCC3)nc(N3CCOCC3)n2)c(OC)c1,-0.3%,.,.,.,i,47,-0.2%,0.3%,.,.
C=CCN1C(=O)CSc2ccc(C(=O)NCc3ccco3)cc21,.,6%,1,-4%,i,36,-0.4%,4.1%,-7%,-5%
O=[N+]([O-])c1cc(S(=O)(=O)N2CCCC2)ccc1OCc1ccccc1,6.2%,.,.,.,i,50,-0.8%,0.3%,.,.
CCOCCCNC(=O)c1ccccc1NC(=O)C1=C(C)OCCS1,0.2%,.,.,.,i,32,-0.5%,0.1%,.,.
CCN1CCN(CC(O)COC(C)C)CC1 (stereo not drawn),0.3%,0%,1.1,0%,i,23,0.3%,5.4%,6%,5%
O=C(N/N=C\c1ccc(Cl)cc1)C1=NOC2COC3(CCN(c4ccc([N+](=O)[O-])cc4)CC3)OCC12 (stereo not drawn),0.0%,.,.,2%,i,23,-0.5%,0.1%,6%,.
O=C(NNS(=O)(=O)c1ccc(F)cc1)C1CCN(S(=O)(=O)c2ccccc2)CC1,1.7%,4%,0.9,3%,i,43,0.1%,1.2%,3%,-7%
CC1=C(CC(=O)c2ccccc2)C(=O)c2ccccc2C1=O,-3.5%,-7%,1,8%,i,23,.,?,-10%,-16%
CCOc1ccccc1C(C(=O)NC1CCCC1)N(Cc1ccco1)C(=O)CNC(=O)c1ccco1 (stereo not drawn),0.8%,0%,1.2,4%,i,54,0.1%,2.3%,19%,2%
NC(=S)n1[nH]c(-c2ccccc2)c(N=Nc2ccccc2C(=O)N2CCOCC2)c1=O,-0.1%,2%,1,10%,i,61,0.1%,0.7%,9%,-4%
CCc1ccc(/C=N/NC(=O)c2cc(C3CC3)nc3ccc(Br)cc23)s1,-1.4%,-8%,1,-2%,i,44,1.3%,i,0%,-8%
COC(=O)NCC(c1cccnc1)N1CCOCC1 (stereo not drawn),1.9%,-42%,1,19%,i,18,0.0%,4.0%,19%,-38%
O=c1[nH]c2cccnc2n1Cc1ccco1,0.3%,-7%,1,5%,i,13,1.1%,1.9%,1%,-2%
CCOc1[nH]n(-c2ccccc2)c(=O)c1C=Nc1ccc(C(=O)OC)cc1,0.2%,-24%,0.9,1%,i,39,-0.2%,0.1%,9%,-34%
CC1CN(C(=O)CSc2nnc3c(Cl)cc(Cl)cn23)CC(C)O1 (stereo not drawn),0.8%,7%,1.1,0%,i,1,0.1%,0.2%,1%,3%
CC(=O)N1N=C(c2ccncc2)OC1(Cc1ccccc1)Cc1ccccc1,6.2%,.,.,0%,i,12,-0.5%,0.3%,-5%,.
Cc1ccc(NC(=O)c2ccc(Cn3cc([N+](=O)[O-])cn3)cc2)c(C)c1,1.2%,3%,1.1,4%,i,54,-0.4%,1.2%[50 µM],-11%,12%
Cc1cc(C(=O)CSc2nn3c(=O)c(C(C)(C)C)nnc3s2)c(C)n1-c1ccc(F)cc1,1.1%,0%,1,1%,i,10,0.3%,1.1%,17%,-4%
N#Cc1c(C(F)(F)F)cc(-c2cccs2)nc1SCc1ccc(Cl)nc1,0.7%,-10%,1.1,17%,i,22,-0.1%,-0.4%,-9%,4%
CC1Cc2ccccc2N1c1ncnc2nc[nH]c12 (stereo not drawn),-1.5%,13%,1.6,-6%,i,46,0.4%,-0.4%,6%,4%
CCOC(=O)C1CCN(c2ncnc3c2cnn3-c2ccc(Cl)cc2)CC1,6.2%,17%,1,-4%,i,0,-0.8%,0.1%[50 µM],0%,20%
CCn1ncc(Br)c1C(=O)Nc1c(C)nn(Cc2c(F)c(F)c(F)c(F)c2F)c1C,4.3%,.,.,.,i,21,-0.9%,0.0%,.,.
CCC(=O)N1CCCN(S(=O)(=O)c2ccc(C)cc2)C1c1ccc(OC)cc1 (stereo not drawn),3.3%,.,.,.,i,15,-0.7%,1.0%,.,.
Cc1ccc2[nH]c3c(=O)n(CC(=O)Nc4ccccc4N4CCN(C)CC4)ncc3c2c1,0.7%,.,.,.,i,26,-0.3%,0.0%,.,.
CC1CCC2(CC1)NC(=O)N(Cc1cc(=O)n3ccsc3n1)C2=O (stereo not drawn),0.9%,.,.,-5%,i,45,0.6%,.,-1%,.
CC(C)NS(=O)(=O)c1ccc(CCC(=O)NCc2cccnc2)cc1,0.3%,1%,1,4%,i,47,-0.1%,0.3%,-2%,-2%
CCOC(=O)c1[nH]c(C)c(C(=O)Nc2ccc(F)cc2)c1C,1.6%,0%,1.1,-6%,i,34,-0.2%,3.9%,-9%,0%
COc1cccc(NC(=O)NC2CCN(Cc3nnnn3Cc3ccc4c(c3)OCO4)CC2)c1,3.7%,.,.,-2%,i,19,-0.4%,-0.2%,-3%,.
COc1ccccc1N=c1sc2ccccc2n1C,6.1%,1%,1,-5%,i,11,0.4%,4.9%,-4%,2%
CCC(=O)Nc1ccccc1C(=O)OCC(=O)c1cccc2ccccc12,0.8%,-3%,1.1,-10%,i,31,0.6%,0.1%,1%,0%
C=CCn1c(=N)n(CC(=O)c2ccc(Br)cc2)c2ccccc21,5.2%,.,.,.,i,51,-0.9%,0.2%,.,.
COc1ccc(N(CC(=O)Nc2ccc(C)cn2)S(=O)(=O)c2c(C)nn(C)c2C)cc1,1.9%,8%,1.2,4%,i,47,0.1%,4.0%,-1%,8%
COc1ccccc1N1CCN(C(=O)CCCCn2c(=O)[nH]c3ccsc3c2=O)CC1,1.5%,2%,0.8,5%,i,52,0.4%,4.3%,2%,-2%
Nc1cc(S(=O)(=O)Nc2cc(Cl)ccc2Cl)ccc1N1CCOCC1,-0.8%,.,.,8%,i,39,-0.3%,0.3%,0%,.
COc1cccc(/C=N/Nc2cc(C)nc(-c3ccccc3O)n2)c1O,54%,36%,1.2,.,i,4,-1.1%,0.1%,.,34%
O=C(CCCCCn1c(=O)[nH]c2ccsc2c1=O)NCc1ccc(F)cc1,1.3%,-6%,1.1,2%,i,9,0.5%,0.2%,1%,-3%
O=C(NCCCn1ccnc1)c1c(F)cccc1F,1.7%,.,.,.,i,62,-0.6%,1.4%[50 µM],.,.
CCC(C)NS(=O)(=O)c1ccc(OCC(=O)Nc2ccc3c(c2)OCCO3)cc1 (stereo not drawn),0.6%,8%,1.1,0%,i,12,0.0%,4.9%,11%,7%
Cc1ccc(O)c(CNc2nccs2)c1,1.0%,.,.,.,i,10,-0.5%,-0.2%,.,.
Cc1ccc(C)c(NC(=O)c2ccccc2C(=O)c2ccccc2)c1,17%,5%,1,8%,i,63,-0.9%,.,8%,-3%
CC(C)CNC(=S)N(CCCO)Cc1cc2cc3c(cc2[nH]c1=O)OCO3,0.6%,.,.,.,i,57,-1.0%,0.1%,.,.
COc1ccc(C(=O)N2CCN(c3ccc(NC(=O)c4cccs4)cc3)CC2)cc1,0.5%,.,.,.,i,40,0.1%,0.3%,.,.

# Following part:
SMILES,RSV antiviral HEp-2,PMI inhibition,TNAP activation fold,M1AAP inhibition,T cell modulator,T cell modulator vesicle-bound %,West Nile antiviral,K1F lysis inhibition,M17LAP inhibition,human PMI inhibition
CCCN(CCC)CCCNC(=O)c1cc2cc3ccc(Cl)cc3nc2o1,-1.1%,.,.,.,i,30,34%,-0.2%,.,.
CCc1ccc2c(CC(=O)Nc3nnc(C4CC4)s3)coc2c1,2.0%,22%,1.1,1%,i,18,-0.1%,0.5%,-7%,3%
CC1=CC(C)(C)Nc2ccc(C)cc21,-1.1%,41%,1.1,3%,i,28,-0.2%,6.0%,5%,22%
Cc1c(-c2ccccc2)c(=O)oc2cc(O)ccc12,52%,.,.,.,i,40,-0.1%,0.0%,.,.
CCOc1ccccc1N(CC)C(=O)c1nn(C)c2c1CSc1ccccc1-2,11%,.,.,.,i,17,1.1%,0.3%,.,.
CC(=O)Nc1ccc(NC(=O)Nc2cc(C)cc(C)c2)cc1,1.6%,.,.,0%,i,40,0.1%,.,-1%,.
